# Compound activity deposited in PubChem by several laboratories.
# STK33 kinase inh – blocks human STK33 kinase activity. Q9BYT3. inhibition, % at 10 µM. purified STK33, MBP phosphorylation, ADP-Glo luminescence. AID 2661. hit rate 0.073% among 320,000;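 active = inhibition at or above 25%, using the most active replicate where run in duplicate; inactive = inhibition below 25%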
# Target sequence (Q9BYT3 whole entry, looked up): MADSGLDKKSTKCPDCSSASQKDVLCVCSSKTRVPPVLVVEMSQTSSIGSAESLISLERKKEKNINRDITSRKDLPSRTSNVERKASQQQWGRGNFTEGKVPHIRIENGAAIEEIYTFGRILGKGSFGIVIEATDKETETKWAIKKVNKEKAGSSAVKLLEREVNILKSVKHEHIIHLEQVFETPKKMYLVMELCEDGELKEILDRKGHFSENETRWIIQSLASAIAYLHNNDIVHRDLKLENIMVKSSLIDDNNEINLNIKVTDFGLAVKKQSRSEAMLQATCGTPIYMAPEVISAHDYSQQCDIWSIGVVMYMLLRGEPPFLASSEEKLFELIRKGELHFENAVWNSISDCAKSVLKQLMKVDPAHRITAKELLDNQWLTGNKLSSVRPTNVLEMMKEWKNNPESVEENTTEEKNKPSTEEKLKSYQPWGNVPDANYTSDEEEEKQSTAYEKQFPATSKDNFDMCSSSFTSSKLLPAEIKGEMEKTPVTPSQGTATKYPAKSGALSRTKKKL
# OX1R antag – antagonists of human orexin 1 receptor (OX1R); O43613; OX1R-expressing cells, FRET antagonist read-out; inhibition, % at 6.6 µM; hit rate 1.8% among 330,000; in the data active = inhibition mostly above about 38%, no sharp cut-off; inactive = mostly below about 40%;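 note: 0% = agonist challenge alone and 100% = reference antagonist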
# Target sequence (O43613 whole entry, looked up): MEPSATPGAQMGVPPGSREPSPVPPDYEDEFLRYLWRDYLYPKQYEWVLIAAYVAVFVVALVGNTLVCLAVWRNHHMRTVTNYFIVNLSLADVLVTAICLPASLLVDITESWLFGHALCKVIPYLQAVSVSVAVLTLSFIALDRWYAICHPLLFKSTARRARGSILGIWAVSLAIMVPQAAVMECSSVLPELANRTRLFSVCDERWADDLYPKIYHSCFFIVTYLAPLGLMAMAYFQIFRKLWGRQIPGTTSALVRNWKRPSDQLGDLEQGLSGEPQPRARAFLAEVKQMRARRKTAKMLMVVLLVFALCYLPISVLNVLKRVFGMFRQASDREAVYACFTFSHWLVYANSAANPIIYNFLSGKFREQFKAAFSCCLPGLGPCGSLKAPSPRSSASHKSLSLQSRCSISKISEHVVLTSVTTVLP
# Numbers without * were called inactive; . = no result given; + = active, no number; & = joins results of further samples.
molecule	STK33 kinase inh	OX1R antag
Cc1cc(=O)oc2cc(OCC(=O)N3CCN(C(C)c4ccccc4)CC3)c(Cl)cc12 (stereo not drawn)	-0.9	-4
O=C1NC(=O)N(CCC2=CCCCC2)C(=O)/C1=C/c1ccc(O)cc1	0.7	7
CN(C)C(=O)Oc1cc(=O)n2c3c(cccc13)CCC2	1.2	14
Cc1ccsc1C(=O)C1CCCN(Cc2cccc(-n3cccn3)c2)C1 (stereo not drawn)	0.3	2
COC(=O)[C@@H]1C[C@]2(C(=O)O)c3ccccc3N(OOSc3ccccc3)[C@@H]2N1C(=O)OC	-1.3	20
CCOc1ccc(-c2cc(C)[n+](CCN3CCOCC3)c(-c3ccc(OCC)cc3)c2)cc1	-2.3	11
COP(=O)(OC)Oc1ccc(C(O)C(Cl)(Cl)Cl)cc1 (stereo not drawn)	-0.3	1
COc1cc(OC)c(OC)cc1CNC(C)C(O)c1ccccc1 (stereo not drawn)	-1.4	19
O=C1/C(=C/c2ccccc2)C[C@@]2(O)[C@H]3Cc4ccc(O)c5c4[C@@]2(CCN3CC2CC2)C1O5 (stereo partly drawn)	.	11
CC1=NN(c2ccccc2)C(=O)C1/C=C1\C(=O)NC(=O)N(c2ccc(C)c(C)c2)C1=O (stereo not drawn)	-0.9	22
C=CCN1C(=O)NC(=O)/C(=C/c2c(CCN(C)C(=O)c3ccccc3)cc3c(c2OC)OCO3)C1=O	2.1	12
O=C(C(=O)N1CCOCC1)c1cn(Cc2ccccc2F)c2ccccc12	-2.2	3
COC(=O)C1=C(c2cccc(C#N)c2)C[C@@H]2CC[C@H]1N2C(=O)NC(C)C	-2.1	-4
COC(=O)C1=C(c2cccc(OCc3ccccc3)c2)C[C@@H]2CC[C@H]1N2C(=O)NCc1ccccc1C(F)(F)F	-1.6	7
Cn1cc(C(=O)OCC(=O)N2CCCC2)c2ccccc21	-0.3	11
CC1CN(c2ccc([N+](=O)[O-])c3cccnc23)CC(C)N1 (stereo not drawn)	6.6	79*
COC(=O)C1=C(c2ccccc2)C[C@@H]2CC[C@H]1N2C(=O)NCC1CC1	0.0	5
Cc1ccc(OCC(=O)N2CCN(Cc3cccnc3)CC2)cc1	0.2	2
Cn1cc[n+](C)c1P(=S)(c1ccccc1)c1ccccc1	0.1	9
CCC(=NC1CC1)c1c(O)n(C2CCCCC2)c(=O)[nH]c1=O	3.8	18

# Next part
molecule	STK33 kinase inh	OX1R antag
CC(=O)c1c(C)n(CC2CCCO2)c2ccc(O)cc12 (stereo not drawn)	-1.4	16
CCOC(=O)C1(CCc2ccccc2)CCN(Cc2ccco2)CC1	-4.0	6
O=C1NC(=O)C(=Cc2ccc(-c3ccc(Cl)cc3)o2)C(=O)N1	-1.5	26
O=c1c2ccccc2nc(-c2cccs2)n1-c1cnccn1	0.1	25
Oc1ccc2c3c1O[C@H]1c4[nH]c5ccccc5c4C[C@@]4(O)C(C2)N(CC2CC2)CC[C@]314	0.8	6
O=c1c2ccccc2nc(CSc2ncnc3nc[nH]c23)n1-c1ccccc1Cl	0.3	40
CCOc1cc(/C=C2\C(=O)NC(=O)N(C)C2=O)cc([N+](=O)[O-])c1O	0.0	25
CC(CC(C#N)(c1ccccc1)c1ccccc1)N(C)C (stereo not drawn)	.	4
CCOP(=O)(OCC)C(NC(=O)c1ccc(OC)cc1)C(Cl)(Cl)Cl (stereo not drawn)	-0.5	8
Cc1ccc(Cn2cc(C=O)c(-c3ccc(F)cc3)n2)cc1	-0.6	-2
O=Cc1cn(Cc2ccc(F)cc2Cl)c2ccccc12	0.4	23
COC(=O)C1=C(c2c(C)noc2C)C[C@@H]2CC[C@H]1N2C(=O)N1CCC(C)CC1	-2.4	4
Cc1cc(C=C2C(=O)NC(=S)NC2=O)c(C)n1C1CCCC1	0.4	6
O=C1C2CCCC1C(N1CCCCC1)CC2 (stereo not drawn)	-1.0	.
COC(=O)C1=C(c2ccc(OC(F)(F)F)cc2)C[C@@H]2CC[C@H]1N2C(=O)N1CCC(C)CC1	0.0	-5
N#CC[N+]1(CCCNP2(=O)C=C(c3ccccc3)OC(c3ccccc3)=C2)CCOCC1	-0.7	21
Cc1ccc2c(c1)C1CN(C)CCC1N2S(=O)(=O)c1ccccc1 (stereo not drawn)	-0.8	9
CCCCOC(=O)c1ccc(NC(=O)c2c(O)[nH]c(=O)[nH]c2=O)cc1	2.1	21
COc1ccc(CC2(CCc3ccncc3)C(=O)NC(=O)NC2=O)c(OC)c1	-0.8	16
CC(O)(CS(=O)(=O)c1ccccc1)C(=O)Nc1ccc(C(F)(F)F)cc1 (stereo not drawn)	-1.0	1

# (list continues)
molecule	STK33 kinase inh	OX1R antag
O=C(c1ccncc1)C12CN3CN(CN(C3)C1)C2	-0.3	6
C[C@]12CC[C@H](O)C[C@H]1CC[C@@H]1[C@@H]2C[C@@H](O)[C@]2(C)[C@@H](C3=CC(=O)OC3)CC[C@]12O	-0.8	9
COc1ccc(-c2cc(=Nc3cccc(C(=O)O)c3)c3cc(C)ccc3o2)cc1	2.0	33
Nc1ccc(Cl)cc1C(=O)c1ccccc1	0.5	20
CCCCc1nc2ccccc2c(=O)n1-c1ccccc1O	0.0	17
CC(C)CN1CCN(Cc2ccccc2C(F)(F)F)CC1CCO (stereo not drawn)	-2.2	1
COc1ccc(-c2csc(NC(=O)COC(=O)Cc3ccccc3)n2)cc1OC	-0.4	6
Cc1cccc(OP(N)(=O)Oc2cccc(C)c2C)c1C	0.6	11
O=C(C1CCN(c2nc3ccc(Br)cc3s2)CC1)N1CCC2(CC1)OCCO2	1.1	49
CC(=O)OC1(c2ccccc2)CCN(C)C(C)C1C (stereo not drawn)	-2.3	22
CCC(C)n1c(O)c(C=NCC2CCCO2)c(=O)[nH]c1=S (stereo not drawn)	1.0	8
Cc1nn(CC(C)C)c(Cl)c1C(=O)NC1CCC(C)CC1 (stereo not drawn)	-0.1	8
COC(=O)C1=C(c2ccc(C(C)=O)cc2)C[C@@H]2CC[C@H]1N2C(=O)N1CCC(O)(c2ccc(Cl)cc2)CC1	-2.1	1
C=CCn1c(O)c(C(C)=NCCCn2ccnc2)c(=O)[nH]c1=O	-0.6	8
O=c1[nH]c(=S)n(Cc2ccc(F)cc2)c(O)c1C=NCc1cccnc1	-1.0	4
O=Cc1cn(Cc2cccc(F)c2)c2ccccc12	-1.0	14
O=C(COc1ccc(Cl)cc1)NC1CN2CCC1CC2 (stereo not drawn)	-1.7	2
C/C=C1/CN2[C@@H]3C4CO[C@@H]3c3c([nH]c5cc(OC)ccc35)[C@@H]2CC14 (stereo partly drawn)	-1.8	4
C[C@]12CC[C@@H](O)C[C@@H]1CC[C@@H]1[C@@H]2CC[C@]2(C)[C@@H](O)CC[C@@H]12	1.3	2
Cn1c(O)c(C=NCc2cccs2)c(=O)n(C)c1=O	0.7	2

# The final seven compounds of the section above lead into the next:
molecule	STK33 kinase inh	OX1R antag
C=CCn1c(O)c(C(C)=NCCCn2ccnc2)c(=O)[nH]c1=O	-0.6	8
O=c1[nH]c(=S)n(Cc2ccc(F)cc2)c(O)c1C=NCc1cccnc1	-1.0	4
O=Cc1cn(Cc2cccc(F)c2)c2ccccc12	-1.0	14
O=C(COc1ccc(Cl)cc1)NC1CN2CCC1CC2 (stereo not drawn)	-1.7	2
C/C=C1/CN2[C@@H]3C4CO[C@@H]3c3c([nH]c5cc(OC)ccc35)[C@@H]2CC14 (stereo partly drawn)	-1.8	4
C[C@]12CC[C@@H](O)C[C@@H]1CC[C@@H]1[C@@H]2CC[C@]2(C)[C@@H](O)CC[C@@H]12	1.3	2
Cn1c(O)c(C=NCc2cccs2)c(=O)n(C)c1=O	0.7	2
O=C(O)[C@@H]1C[C@H]1[C@@H](NP(=O)(c1ccccc1)c1ccccc1)c1ccccc1	-1.1	6
COc1ccccc1-n1c(O)c(C=NC2CC2)c(=O)[nH]c1=O	1.0	6
COc1ccc(CCNCc2ccc(OC)c(OC)c2OC)cc1	-0.5	27
COC/C=C1\CN2C3C[C@@H]1[C@H]1COC4=Nc5cc(OC)c(OC)c(OC)c5[C@@]43C[C@@H]12	1.8	22
CCCCC(=O)N/N=C/c1c(O)n(CC)c(=S)n(CC)c1=O	.	23
COc1ccccc1CC1C(=O)C2CCN1CC2 (stereo not drawn)	-0.8	10
O=c1[nH]c(=O)n(-c2ccc(F)cc2)c(O)c1C=Nc1ccccc1N1CCCC1	.	13
CC(=O)OC1N=C(c2ccc(Cl)cc2)c2cc(Br)ccc2NC1=O (stereo not drawn)	0.1	16
COc1ccc(-n2c(CN3CCOCC3)nc3ccccc3c2=O)c(OC)c1	-1.3	0
CCN1C(=O)/C(=C/c2ccc(N(CC)CC)cc2OC)C(=O)NC1=S	-0.8	12
O=C(c1sc2ccccc2c1Cl)N1CCC2(CC1)OCCO2	0.6	9
O=P(Oc1ccccc1)(Oc1ccccc1)N1CCN(c2ccc(F)cc2)CC1	-1.7	6
O=c1[nH]c(=O)n(Cc2ccco2)c(O)c1C=NC1CCN(Cc2ccccc2)CC1	-1.8	16
O=c1[nH]c(=S)n(CCC2=CCCCC2)c(O)c1C=NC1CCN(Cc2ccccc2)CC1	0.3	14
COc1cccc(CNCCc2ccccc2)c1OC	1.0	11
Cc1cc[n+](Cc2ccccc2)cc1	-0.4	4
COc1nc(NC(C)C)nc(NC(C)C)n1	0.2	28
C[N+]1=C(/C=C/Nc2ccccc2)C(C)(C)c2ccccc21	-0.3	6
COc1ccc(OCC(=O)Nc2ccc(Cl)cc2C(=O)c2ccccc2)cc1	0.0	15
CCOC(=O)c1c(N)n(CCN2CCCCC2)c2nc3ccccc3nc12	0.1	17

# (listing goes on)
molecule	STK33 kinase inh	OX1R antag
Cn1c2ccccc2c2c(C(=O)N3CCC4(CC3)OCCO4)cn(C3CCCC3)c(=O)c21	-2.1	12
CN1c2ccccc2Oc2ccccc21	0.9	20
Cc1ccc(S(=O)(=O)N(C)C)cc1NC(=O)C(C)[N+]12CCN(CC1)CC2 (stereo not drawn)	-1.6	5
CN(C)CCN=Cc1c(O)n(-c2cccc3ccccc23)c(=O)[nH]c1=O	-1.2	9
C[N+]1(C)C2CC(OC(=O)C(CO)c3ccccc3)CC1C1OC12 (stereo not drawn)	-4.6	18
Cc1c(NC(=O)C(C)OC(=O)Cc2ccccc2)c(=O)n(-c2ccccc2)n1C (stereo not drawn)	-0.6	9
CCOC(=O)c1ccccc1N	.	9
COC(=O)C1=C(c2cccc(OC)c2OC)C[C@@H]2CC[C@H]1N2C(=O)NC1CCCCC1	0.2	27
COC(=O)[C@@]1(C#N)[C@@H]2C=CC(C(C)=O)=CN2[C@@H](C(N)=O)[C@@H]1c1ccc(F)cc1	0.6	19
c1ccc(-n2ccnc2)cc1	-1.8	14
COC(=O)C1=C(c2ccccc2)C[C@@H]2CC[C@H]1N2C(=O)N1CCCC1	-0.9	5
COc1ccccc1N1CCN(Cc2cc(C)c(C)cc2O)CC1	-0.5	14
Cc1cccc(C)c1NC1=NCCCCS1	-1.0	8
CCOC(=O)N(CC)c1ccc(C(O)(C(=O)OC)C(F)(F)F)cc1 (stereo not drawn)	-0.2	7
COc1ccc(OC)c(N=Cc2c(O)[nH]c(=O)[nH]c2=O)c1	1.4	16
O=C(N=Nc1c(O)[nH]c(=O)[nH]c1=O)C1COc2cc3ccccc3cc2O1 (stereo not drawn)	0.5	18
O=[N+]([O-])c1ccc(N2CCOCC2)c2ccncc12	0.0	107*
Cc1cc(N2CCOCC2)nc2ccc(NC(=O)CCC(=O)N3CCC4(CC3)OCCO4)cc12	0.1	17
C[C@H]1[C@H](OC(=O)CCC(=O)NCc2ccc(C(=O)O)cc2)O[C@@H]2O[C@@]3(C)CC[C@H]4[C@H](C)CC[C@@H]1C24OO3	0.1	3
CC(NC(C)(C)C)C(=O)c1cccc(Cl)c1 (stereo not drawn)	-0.5&-1.2	12&23

# Next part.
molecule	STK33 kinase inh	OX1R antag
CSc1nnc(OC(=O)N(C)C)n1-c1ccc(Cl)cc1	-1.4	-5
CCCCC1(CCCC)C(=O)NC(=Nc2cccc(C)c2)NC1=O	0.6	53
CCNC(=O)NNC(=O)C1CC(c2cccnc2)=NO1 (stereo not drawn)	-1.1	19
FC(F)(F)c1ccc2c(c1)nnn2C1CCN(Cc2nnnn2Cc2ccccc2)CC1	-1.7	1
COC(=O)C1=C(c2ccc(Cl)c(C(F)(F)F)c2)C[C@@H]2CC[C@H]1N2C(=O)NCCOc1ccc(OC)cc1	-2.3	6
CCOC(=O)C(O)(c1ccc(N(CC)S(=O)(=O)c2ccccc2)cc1)C(F)(F)F (stereo not drawn)	-2.5	29
Cc1sc2ccccc2c1CC1=NCCN1	-1.8	30
COc1ccc(N=Nc2c(O)[nH]c(=S)[nH]c2=O)cc1	.	+
CCCC(=O)NC(Oc1ccccc1Cl)C(Cl)(Cl)Cl (stereo not drawn)	-1.0	10
CC(=O)NCCc1c[nH]c2ccccc12	1.2	7
CCNCCNc1ccc([N+](=O)[O-])c2cccnc12	-1.0	42*
O=C(Cc1cccc(C(F)(F)F)c1)N1CCN(CC(=O)N2CCCC2)CC1	0.8	4
COc1ccc(-n2c(-c3ccccc3[N+](=O)[O-])nc3ccccc3c2=O)cc1	-1.8	.
CC(C)(C)NC(=O)CN1CCCN(C(=O)COc2ccc(Cl)c3ccccc23)CC1	-0.9	10
COC(=O)C1=C(c2ccccc2)C[C@@H]2CC[C@H]1N2C(=O)NCc1ccc(F)cc1	-2.9	19
COc1ccc(-c2nc3ccccc3n2OC(=O)N(C)C)cc1	-0.7	29
O=C1/C(=C/c2cccc([N+](=O)[O-])c2)N2CCC1CC2	0.4	35

# The list is partial. The share of hits here may be higher or lower than overall.
